From PubChem BioAssay
p53null 39C tox = p53 null cell cytotoxicity, nonpermissive temperature. hit rate 0.97% among 55,000. Potency, µM (series often up to 46.1 µM), without a hit: top-dose activity, negative = cell killing, most hits filed as cytotoxic. H1299 p53-null (neo) cells, 39C, ATPlite viability, 24 h. AID 904;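 also: potency is read from the fitted curve at half-maximal effect; 0% = DMSO only and -100% = full killing by 100 µM tamoxifen; nearly all actives have a fitted effect of over 50% in size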
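ATP-luminescence viability readout (ATPlite, 20 min RT) after 24 hr compound treatment at 39C of H1299-neo or H1299-p53A138V cells; titration up to 46 uM; normalized to DMSO and 100 uM tamoxifen; Hill-fit AC50.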
FH mod = Identification of activators of human fumarate hydratase by quantitative high-throughput screening; Fumarate hydratase, mitochondrial (Homo sapiens), P07954; FH coupled MDH/diaphorase resazurin fluorescence, 15 min; Potency, µM (doses to about 79.9 µM), for inactives: top-dose activity change, negative = inhibition, hits mostly inhibitors; hit rate 0.22% among 54,000; AID 1347055, 2019; also: potency is read from the fitted curve at half-maximal effect; % is scaled to controls: 0 for no effect and ±100 for the full control effect; the screen sought activators but most active calls are inhibition curves; nearly all actives have a fitted effect of over 45% in size
NTMT1 inh = blocks human N-terminal methyltransferase 1 activity. Q9BV86. NTMT1 MTase-Glo SAH luminescence, purified enzyme. Potency, µM (doses to about 114 µM), inactives show at the top dose activity change, negative = inhibition, actives largely listed as inhibitors. hit rate 2.5% among 59,000. AID 1645870;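 also: potency is read from the fitted curve at half-maximal effect; plate controls were DMSO vehicle for no effect and no enzyme for full effect; nearly all actives have a fitted effect of over 65% in size; many of its hits are not listed in these tables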
Target sequence (Q9BV86 whole entry, looked up): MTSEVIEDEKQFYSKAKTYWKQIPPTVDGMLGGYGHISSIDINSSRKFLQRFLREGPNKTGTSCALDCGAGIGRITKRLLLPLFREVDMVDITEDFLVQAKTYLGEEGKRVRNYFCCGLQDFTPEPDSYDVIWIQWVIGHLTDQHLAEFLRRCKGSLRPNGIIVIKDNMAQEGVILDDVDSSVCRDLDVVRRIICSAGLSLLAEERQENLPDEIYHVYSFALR
B2AR arrestin ag = ADRB2 beta-arrestin recruitment. P07550. HTLA Tango cells, beta-arrestin recruitment, luciferase luminescence, 18 h. Potency, µM (titrated, usually from 46.1 µM), for the others: at the top dose activation, hits mostly activators. 44,000 tested, under 10 active;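 also: potency is read from the fitted curve at half-maximal effect; 0% = DMSO and full agonism = EC100 isoproterenol or metaproterenol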
Target sequence (P07550 whole entry, looked up): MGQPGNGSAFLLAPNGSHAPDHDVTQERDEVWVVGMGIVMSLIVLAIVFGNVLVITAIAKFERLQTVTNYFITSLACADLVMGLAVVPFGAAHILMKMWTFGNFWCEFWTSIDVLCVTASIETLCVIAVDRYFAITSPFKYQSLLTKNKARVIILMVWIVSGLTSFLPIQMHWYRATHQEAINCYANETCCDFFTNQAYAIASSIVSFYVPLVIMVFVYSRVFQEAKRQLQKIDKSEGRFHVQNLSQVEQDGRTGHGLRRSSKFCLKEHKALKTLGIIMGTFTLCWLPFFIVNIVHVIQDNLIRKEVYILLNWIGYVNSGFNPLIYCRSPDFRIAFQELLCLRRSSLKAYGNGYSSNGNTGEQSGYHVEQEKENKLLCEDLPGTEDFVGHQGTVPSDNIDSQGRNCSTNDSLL
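Tango cells expressing recombinant beta2-AR and beta-arrestin were treated with compounds (up to 46 microM titration) in DMEM with 1% FBS for 18 hr at 37 degrees C. Beta-arrestin recruitment drove tTA-dependent luciferase, read by luminescence; curves were fitted and classed.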
TSG101-PTAP inh = TSG101-PTAP interaction inhibition, HIV-1 budding; Potency, µM (series often up to 115 µM), without a hit: at the highest dose activity change, negative = inhibition, most hits filed as inhibitors; Fluorescence polarization, FITC-PTAP peptide/Tsg101, 20 min; Q99816; 44,000 tested, under 10 active; also: potency is read from the fitted curve at half-maximal effect; 0% is about no effect
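Fluorescence polarization binding of Tsg101 binding domain (10 uM final) to FITC-labeled PTAP-motif peptide (50 nM final) in HEPES pH 7.5/NaCl/Tween 20/EDTA/TCEP buffer; 20 min at r.t. Actives by curve class, <25 µM, efficacy <60% inhibition.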
p53null 32C kill = kills p53 null cells at the permissive temperature | H1299-neo p53 null cells, ATP luminescence, 24 h, 32C | Potency, µM (doses to about 46.1 µM), inactives show top-dose activity change, negative = cytotoxicity, most hits filed as cytotoxic | hit rate 0.62% among 55,000;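 also: potency is read from the fitted curve at half-maximal effect; 0% = DMSO only and -100% = full killing by 100 µM tamoxifen; nearly all actives have a fitted effect of over 55% in size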
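H1299-neo (p53-null) cells, 600/well, were pre-incubated overnight at 37C, then exposed to compounds at up to 46 uM for 24 hr at 32C. Viability was measured as ATP content by luminescence, and AC50 values came from Hill fits.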
GALK inh = inhibits human galactokinase | P51570 | recombinant GALK, Kinase-Glo ATP luminescence, 1 h | Potency, µM (doses to about 57.5 µM), for the others: at the top dose activity, negative = inhibition, usual class: inhibitors | 44,000 tested, under 10 active | AID 1347072;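 also: plate controls were full GALK reaction for no effect and reaction lacking GALK for full effect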
Target sequence (P51570 whole entry, looked up): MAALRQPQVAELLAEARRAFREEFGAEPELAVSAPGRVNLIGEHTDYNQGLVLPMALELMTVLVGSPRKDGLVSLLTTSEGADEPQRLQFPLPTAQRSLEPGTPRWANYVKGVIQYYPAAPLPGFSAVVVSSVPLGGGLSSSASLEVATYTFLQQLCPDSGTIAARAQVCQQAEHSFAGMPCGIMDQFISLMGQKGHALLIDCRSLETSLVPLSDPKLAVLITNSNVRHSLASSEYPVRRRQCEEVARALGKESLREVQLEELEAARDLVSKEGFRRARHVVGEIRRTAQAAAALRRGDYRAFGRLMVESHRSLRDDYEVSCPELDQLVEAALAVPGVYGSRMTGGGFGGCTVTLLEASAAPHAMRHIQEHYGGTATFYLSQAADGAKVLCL
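Luminescent ATP-depletion readout (Kinase-Glo Plus, 10 min) after 1 h RT reaction of 5 nM GALK, 35 uM ATP, 100 uM galactose, pH 8.0 HEPES buffer. Decreased kinase activity scored as inhibition.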
Active calls of the source: *; [ ] = dose if it differs, or a comment. Calls follow the shape of the dose curve; as a rule, active = well fitted curve in the direction sought with a large enough effect; inconclusive = small, poorly fitted or top-dose-only effect, or another doubt; inactive = no such curve, though single readings can be large; an effect the other way counts as inactive or inconclusive. These rows are one share of the data (hit frequency here may not be typical).

What do the screens show for `CSc1nc2sc3c(c2c(=O)n1Cc1ccccc1)CCC(C(C)(C)C)C3` (configuration not stated)?
p53null 39C tox: -15%; FH mod: 0%; NTMT1 inh: 1%; B2AR arrestin ag: 1%; TSG101-PTAP inh: -6%; p53null 32C kill: 5%; GALK inh: -4%

What do the screens show for `Cc1ccc(CNC(=O)CCS(=O)(=O)c2cc3c(cc2C)NC(=O)CO3)cc1`?
p53null 39C tox: -24%; FH mod: -5%; NTMT1 inh: -1%; B2AR arrestin ag: 0%; TSG101-PTAP inh: -4%; p53null 32C kill: 7%; GALK inh: 4%

How did COc1ccc(OC)c(CNC(=O)c2nn(-c3ccc(OC)c(Cl)c3)c(=O)c3c2c2ccccc2n3C)c1 do in these assays?
p53null 39C tox: 16%; FH mod: -24%; NTMT1 inh: inconclusive; B2AR arrestin ag: 0%; TSG101-PTAP inh: 6%; p53null 32C kill: 8%; GALK inh: 4%

What do the screens show for `CCc1ccccc1N1CC(c2nc3ccccc3n2CCCOc2ccc(Cl)cc2)CC1=O` (configuration not stated)?
p53null 39C tox: inconclusive; FH mod: -41%; NTMT1 inh: -1%; B2AR arrestin ag: -3%; TSG101-PTAP inh: -8%; p53null 32C kill: inconclusive; GALK inh: -1%

Results for CCC(=O)N1CCc2cc(Br)cc(S(=O)(=O)N(CC)Cc3ccccc3)c21 ?
p53null 39C tox: 5%; FH mod: -20%; NTMT1 inh: 1%; B2AR arrestin ag: 1%; TSG101-PTAP inh: -2%; p53null 32C kill: -6%; GALK inh: -5%

How did CC(C)(C)C(=O)Cn1c(=O)n(CCCCCC(=O)NCc2ccccc2Cl)c(=O)c2sccc21 do in these assays?
p53null 39C tox: -5%; FH mod: -9%; NTMT1 inh: 11%; B2AR arrestin ag: 1%; TSG101-PTAP inh: -4%; p53null 32C kill: 6%; GALK inh: -6%

How did CCCCOc1ccc(C(=O)Nc2ccc(S(=O)(=O)Nc3nc(C)cc(C)n3)cc2)cc1 do in these assays?
p53null 39C tox: -13%; FH mod: -14%; NTMT1 inh: -4%; B2AR arrestin ag: 0%; TSG101-PTAP inh: 0%; p53null 32C kill: 15%; GALK inh: -15%

How did CCc1sc(Nc2cccc(C)c2)nc1-c1cc2cccc(OC)c2oc1=O do in these assays?
p53null 39C tox: -16%; FH mod: -27%; NTMT1 inh: 12%; B2AR arrestin ag: 8%; TSG101-PTAP inh: 1%; p53null 32C kill: 2%; GALK inh: -1%

How did Cc1ccc(-n2nc3ccc(NC(=O)Cc4ccc(Cl)cc4)cc3n2)cc1 do in these assays?
p53null 39C tox: -14%; FH mod: -9%; NTMT1 inh: -27%; B2AR arrestin ag: 0%; TSG101-PTAP inh: -1%; p53null 32C kill: -2%; GALK inh: -18%

What do the screens show for `CCOc1ccc(CCNC(=O)c2cc3c(-c4ccccc4F)nn(C)c3s2)cc1OCC`?
p53null 39C tox: 11%; FH mod: inconclusive; NTMT1 inh: 6%; B2AR arrestin ag: 0%; TSG101-PTAP inh: 0%; p53null 32C kill: 22%; GALK inh: 1%

How did CCOC(=O)N1CCN(S(=O)(=O)N2CCCC(C(=O)NCc3ccccc3OC)C2)CC1 (configuration not stated) do in these assays?
p53null 39C tox: -13%; FH mod: 0%; NTMT1 inh: 19%; B2AR arrestin ag: -1%; TSG101-PTAP inh: -3%; p53null 32C kill: -17%; GALK inh: -1%

Results for COc1ccc(C)cc1NS(=O)(=O)c1ccc2c(c1)n(C)c(=O)n2C ?
p53null 39C tox: -14%; FH mod: -21%; NTMT1 inh: -12%; B2AR arrestin ag: 0%; TSG101-PTAP inh: -3%; p53null 32C kill: -2%; GALK inh: 4%

Results for Cc1ccc(CNC(=O)CN(c2ccc(C(C)C)cc2)S(=O)(=O)c2c(C)n[nH]c2C)cc1 ?
p53null 39C tox: -14%; FH mod: -17%; NTMT1 inh: 17%; B2AR arrestin ag: 1%; TSG101-PTAP inh: -7%; p53null 32C kill: 16%; GALK inh: 0%

How did Cc1ccc(Cl)cc1-n1ncc2c(NCc3ccc(F)cc3)ncnc21 do in these assays?
p53null 39C tox: 13%; FH mod: -7%; NTMT1 inh: -19%; B2AR arrestin ag: 3%; TSG101-PTAP inh: -1%; p53null 32C kill: 34%[activator]; GALK inh: 2%

What do the screens show for `CCc1cccc(NC(=O)c2nnn(Cc3ccc(SC)cc3)c2N)c1`?
p53null 39C tox: -2%; FH mod: 4%; NTMT1 inh: 13%; B2AR arrestin ag: 1%; TSG101-PTAP inh: -4%; p53null 32C kill: -5%; GALK inh: 5%

What do the screens show for `COc1ccc(NCc2cc3cc4c(cc3n(CC(=O)Nc3ccccc3)c2=O)OCO4)cc1`?
p53null 39C tox: 9%; FH mod: inconclusive; NTMT1 inh: -13%; B2AR arrestin ag: 2%; TSG101-PTAP inh: -8%; p53null 32C kill: 15%; GALK inh: -1%

What do the screens show for `Fc1ccccc1N1CCN(c2nc3ccccc3c3nc(-c4ccccc4)nn23)CC1`?
p53null 39C tox: 20%; FH mod: -4%; NTMT1 inh: -1%; B2AR arrestin ag: 0%; TSG101-PTAP inh: -1%; p53null 32C kill: inconclusive; GALK inh: 6%

Results for Cc1ccc2oc(-c3cccc(NC(=O)c4cccc5c(Br)cccc45)c3)nc2c1 ?
p53null 39C tox: -8%; FH mod: -9%; NTMT1 inh: -8%; B2AR arrestin ag: 0%; TSG101-PTAP inh: -1%; p53null 32C kill: 1%; GALK inh: -23%

What do the screens show for `Cc1ccc(C)c(N2CCN(C(=O)Cn3nc(Cc4cccnc4)c4ccccc4c3=O)CC2)c1`?
p53null 39C tox: 22%; FH mod: 0%; NTMT1 inh: 4%; B2AR arrestin ag: 0%; TSG101-PTAP inh: -6%; p53null 32C kill: 16%; GALK inh: -1%

Results for CCCCOc1cccc(NC(=O)c2cccc(C(=O)Nc3cccc(OCCCC)c3)c2)c1 ?
p53null 39C tox: -14%; FH mod: -9%; NTMT1 inh: -19%; B2AR arrestin ag: 1%; TSG101-PTAP inh: 4%; p53null 32C kill: 6%; GALK inh: -2%

How did CC(=O)N1CCc2c(sc3c2c(=O)n(-c2ccccc2C)c(=O)n3CC(=O)Nc2ccccc2)C1 do in these assays?
p53null 39C tox: -22%; FH mod: -18%; NTMT1 inh: 4%; B2AR arrestin ag: 0%; TSG101-PTAP inh: -1%; p53null 32C kill: 3%; GALK inh: -9%

What do the screens show for `Cc1ccc(NC(=O)C(NS(=O)(=O)c2ccc3c(c2)CCC(=O)N3)c2ccccc2)cc1C` (configuration not stated)?
p53null 39C tox: -12%; FH mod: -15%; NTMT1 inh: -4%; B2AR arrestin ag: -1%; TSG101-PTAP inh: -4%; p53null 32C kill: -1%; GALK inh: -2%

What do the screens show for `CCOc1ccccc1-c1nnc(SCc2ccc(Cl)cc2)o1`?
p53null 39C tox: -33%; FH mod: -37%; NTMT1 inh: 4%; B2AR arrestin ag: -2%; TSG101-PTAP inh: -2%; p53null 32C kill: 1%; GALK inh: inconclusive

How did COc1cccc(NC(=O)CSc2nc(C)c(Cc3ccccc3)c(=O)[nH]2)c1 do in these assays?
p53null 39C tox: 1%; FH mod: -7%; NTMT1 inh: 2%; B2AR arrestin ag: 0%; TSG101-PTAP inh: 0%; p53null 32C kill: -1%; GALK inh: -13%

What do the screens show for `CCC(C)NC(=O)c1ccc2c(c1)N=C(C)c1cc(C)ccc1S2` (configuration not stated)?
p53null 39C tox: 8%; FH mod: -6%; NTMT1 inh: 2%; B2AR arrestin ag: 0%; TSG101-PTAP inh: -5%; p53null 32C kill: 7%; GALK inh: 0%

Results for Cc1cc(NC(=O)C2CCN(S(=O)(=O)c3c(C)noc3C)CC2)ccc1Br ?
p53null 39C tox: 4%; FH mod: -2%; NTMT1 inh: 8%; B2AR arrestin ag: 0%; TSG101-PTAP inh: 0%; p53null 32C kill: -8%; GALK inh: 0%

What do the screens show for `Cc1ccccc1CN1c2ccccc2-c2nc(SCC(=O)NCCc3ccccc3)ncc2S1(=O)=O`?
p53null 39C tox: 12%; FH mod: -2%; NTMT1 inh: 5%; B2AR arrestin ag: -1%; TSG101-PTAP inh: 0%; p53null 32C kill: -1%; GALK inh: -3%

How did O=S(=O)(c1cccc(Cl)c1)c1nnn2c1nc(NC1CCCCCC1)c1sccc12 do in these assays?
p53null 39C tox: -1%; FH mod: 1%; NTMT1 inh: 3%; B2AR arrestin ag: -1%; TSG101-PTAP inh: 2%; p53null 32C kill: 2%; GALK inh: 0%

What do the screens show for `Cc1cc(OCC(=O)Nc2ccc(C(=O)OC3CCCCC3)cc2)cc(C)c1Cl`?
p53null 39C tox: -3%; FH mod: -8%; NTMT1 inh: 11%; B2AR arrestin ag: 0%; TSG101-PTAP inh: 0%; p53null 32C kill: 11%; GALK inh: 0%

What do the screens show for `CCOC(=O)c1cccc(NC(=O)C(C)n2c(C)c3cnn(-c4ccccc4)c(=O)c3c2C)c1` (configuration not stated)?
p53null 39C tox: -11%; FH mod: -4%; NTMT1 inh: -2%; B2AR arrestin ag: -2%; TSG101-PTAP inh: 1%; p53null 32C kill: 4%; GALK inh: 2%

How did COc1cc2c(=O)c(C(=O)c3ccc(C)c(C)c3)cn(Cc3ccccc3)c2cc1OC do in these assays?
p53null 39C tox: -8%; FH mod: -22%; NTMT1 inh: -4%; B2AR arrestin ag: 0%; TSG101-PTAP inh: 0%; p53null 32C kill: -3%; GALK inh: 0%

How did O=C(NCC(c1ccc2c(c1)OCO2)N1CCN(c2ccccc2F)CC1)c1ccccc1F (configuration not stated) do in these assays?
p53null 39C tox: 68%[activator]; FH mod: -13%; NTMT1 inh: 1%; B2AR arrestin ag: 1%; TSG101-PTAP inh: 1%; p53null 32C kill: 8%; GALK inh: -7%

What do the screens show for `Cc1n[nH]c(C)c1S(=O)(=O)N1CCCC(C(=O)Nc2ccc(Br)cc2)C1` (configuration not stated)?
p53null 39C tox: -6%; FH mod: -13%; NTMT1 inh: 18%; B2AR arrestin ag: 0%; TSG101-PTAP inh: -12%; p53null 32C kill: 8%; GALK inh: 5%

What do the screens show for `CCc1cccc(C)c1Nc1c(-c2ccc(N(C)C)cc2)nc2ncccn12`?
p53null 39C tox: 31%[activator]; FH mod: -24%; NTMT1 inh: -10%; B2AR arrestin ag: 0%; TSG101-PTAP inh: 14%; p53null 32C kill: 36%[activator]; GALK inh: 1%

Random excerpt: two compounds from above
What do the screens show for `Cc1ccc(NC(=O)C(NS(=O)(=O)c2ccc3c(c2)CCC(=O)N3)c2ccccc2)cc1C` (configuration not stated)?
p53null 39C tox: -12%; FH mod: -15%; NTMT1 inh: -4%; B2AR arrestin ag: -1%; TSG101-PTAP inh: -4%; p53null 32C kill: -1%; GALK inh: -2%

What do the screens show for `Cc1cc(OCC(=O)Nc2ccc(C(=O)OC3CCCCC3)cc2)cc(C)c1Cl`?
p53null 39C tox: -3%; FH mod: -8%; NTMT1 inh: 11%; B2AR arrestin ag: 0%; TSG101-PTAP inh: 0%; p53null 32C kill: 11%; GALK inh: 0%
